# Bioassay records (PubChem BioAssay)
# SIRT5 inh = inhibitors of human sirtuin-5 desuccinylase; Purified SirT5, succinyl-peptide AMC, trypsin-coupled fluorescence; Q9NXA8; inhibition, % at 15 µM; actives 1.1% (n = 330,000); in the data active = inhibition above about 15%
# Target sequence (Q9NXA8 whole entry, looked up): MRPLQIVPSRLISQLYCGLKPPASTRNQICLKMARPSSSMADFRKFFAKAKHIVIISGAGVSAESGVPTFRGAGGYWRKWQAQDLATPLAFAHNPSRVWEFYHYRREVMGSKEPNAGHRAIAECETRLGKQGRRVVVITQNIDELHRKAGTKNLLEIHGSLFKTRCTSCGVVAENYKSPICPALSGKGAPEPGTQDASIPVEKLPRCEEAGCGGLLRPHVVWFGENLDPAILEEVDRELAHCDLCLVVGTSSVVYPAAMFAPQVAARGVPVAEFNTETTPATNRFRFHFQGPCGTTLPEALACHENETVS
# LGR2 antag = Drosophila LGR2 receptor signaling inhibition; inhibition, % at 9.99 µM; AID 720647; actives 0.35% (n = 380,000); HEK293 LGR2, CRE-luciferase, bursicon-stimulated, 4 h;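 active = drop in luminescence signal, shown as inhibition above about 50% in the replicate tests, limit read from the data, passing the limit was not always enough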;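 note: agonist challenge used bursicon conditioned medium at about half maximal strength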
# ERAP1 HTS inh = inhibitors of human ERAP1 aminopeptidase; recombinant ERAP1, Leu-AMC fluorescence, 60 min; inhibition, % at 10.7 µM; AID 652197; actives 0.15% (n = 340,000);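 active = mean replicate inhibition of at least 30%, or all replicates individually reaching that 30% level; inactive = mean below 30% and not every replicate reaching it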;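 note: 0% = neutral control wells and 100% = L-leucinethiol positive control wells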
# C2C12 statin = protects C2C12 myotubes from simvastatin toxicity; AID 602340; actives 0.78% (n = 330,000); rescue of ATP level, % at 7.49 µM; ATP luminescence, 48 h; scaled: DMSO 0, geranylgeraniol control 100;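 active = mean ATP rescue above about 67%, or every replicate alone reaching that limit, limit read from the data, passing the limit was not always enough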;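 note: myotubes were challenged with 10 µM simvastatin during compound exposure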
# XiGFP reactiv = X-chromosome reactivation activator. XiGFP mouse fibroblasts, % GFP-positive cells imaging, 3 d; cells co-treated with 5-aza-dC sensitizer; scaled so ellipticine positive control = 100%. activation, % at 7.58 µM. actives 0.055% (n = 360,000);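 active = mean normalized replicate activation at least 10% and every replicate at or above 10%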;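 note: 0% = median of on-plate neutral control wells and 100% = ellipticine 6 µM median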
#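 Schedule: 3 d treatment, 15 min room-temperature fixation; system: 68-5-11 XiGFP fibroblast line; buffer or medium: DMEM plus 5-aza-dC sensitizer; control set: ellipticine 6 µM positive control; compound: one concentration, pinned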
# S100A4 MyoIIA = blocks human S100A4 binding to myosin IIA peptide; S100A4/TAMRA-MyoIIA peptide fluorescence polarization; actives 0.14% (n = 360,000); P26447; inhibition, % at 10.7 µM; AID 652163;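 active = mean inhibition of at least 70% across replicates, with every replicate also reaching that level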
# Target sequence (P26447 whole entry, looked up): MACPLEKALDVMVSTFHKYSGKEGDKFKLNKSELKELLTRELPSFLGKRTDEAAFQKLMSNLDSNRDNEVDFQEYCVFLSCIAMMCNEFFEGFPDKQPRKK
#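 Material: S100A4 monomer protein | Medium: HEPES pH 7.2 with CaCl2, KCl, NaCl, DTT, Triton | Reagent: Labelled myosin peptide probe, 5 nM | Doses: One dose per compound | Times: 5 min incubation before reading | Benchmarks: Neutral control DMSO, positive control TFP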
# PGC1a acetyl inh = modulators of PGC1a acetylation; inhibition, % at 15.6 µM; actives 0.17% (n = 350,000); U2OS PGC1a acetylation, AlphaScreen anti-acetyl-lysine; with virally co-expressed GCN5 acetyltransferase;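 active = every replicate shows inhibition of at least 40%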;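 note: 0% = neutral control wells and 100% = positive control wells; some results beyond the cut were filed as inactive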
# Cneo AK release = Cryptococcus neoformans lysis via adenylate kinase release | lysis activity, % at 15 µM | C. neoformans lysis, adenylate kinase release luminescence, 4 h; normalised: neutral wells 0, clomiphene wells 100 | actives 0.2% (n = 360,000);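 active = mean lysis activity across replicates of at least 80%, whatever share of replicates individually reach that level; inactive = mean lysis activity below 80%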
#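 Assay system: log-phase C. neoformans yeast / Quantity: yeast cell density of 5 × 10^6 cells/mL / Medium: fresh YPD growth medium / Compound: single dose / Timing: static 4 h at 37 °C with compound, 1 h detection / Measured by: adenylate kinase release luminescence / Read-out: lysis from increased AK signal / Benchmarks: Clomiphene as positive lysis control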
# Starred values were filed as active, the others as inactive; x = no result given. Not all compounds are listed, so the mix of outcomes need not match the whole.
entry	Compound	SIRT5 inh	LGR2 antag	ERAP1 HTS inh	C2C12 statin
1	COc1cc(NC(=O)c2ccnnc2)cc(C(=O)Nc2cccc(C(F)(F)F)c2)c1	3	x	-3	-7
2	O=C(N[C@H]1CC[C@H](CCNS(=O)(=O)c2ccc(F)cc2)O[C@H]1CO)c1cnccn1	0	6	1	8
3	COc1ccc(NC(=O)N(C)C[C@H]2OCCCC[C@@H](C)Oc3ccc(NC(=O)Nc4ccc(C(F)(F)F)cc4)cc3C(=O)N([C@H](C)CO)C[C@H]2C)cc1	11	-6	0	-42
4	O=C1CNC(=O)/C1=C/c1ccc(Br)cc1	25*	-2	2	x
5	C[C@H]1CCC[C@]2(C)C[C@H]3OC(=O)C(CN4CCCCCC4)[C@H]3C=C12 (some centres not stated)	-3	37	-3	-34
6	Cc1ccc(S(=O)(=O)N(CC(=O)c2ccccc2)C(=O)N2CCN(C)CC2)cc1	0	-4	3	3
7	C[C@H]1CN([C@@H](C)CO)C(=O)c2cccc(NC(=O)C3CC3)c2O[C@@H]1CN(C)S(=O)(=O)c1ccc(F)cc1	-4	-9	6	-10
8	C[C@@H]1CCCCO[C@H](CN(C)S(=O)(=O)c2cccs2)[C@H](C)CN([C@H](C)CO)C(=O)c2cc(NC(=O)Nc3ccccc3)ccc2O1	5	-9	2	x
9	CN1[C@@H]2c3ccc(-c4ccncc4)c(=O)n3C[C@H]1[C@H](CO)[C@H]2C(=O)NC1CCCCC1	-4	9	2	-14
10	O=C(Nc1cccc(O)c1)c1cnn2cccnc12	-1	-55	1	-6

entry	XiGFP reactiv	S100A4 MyoIIA	PGC1a acetyl inh	Cneo AK release
1	0.0	-4	5	-10
2	0.1	4	0	-2
3	0.4	-9	-12	4
4	0.2	-1	-4	0
5	0.3	36	-37	0
6	0.1	-2	-1	2
7	-0.6	-11	-24	0
8	0.1	0	-6	-2
9	0.4	5	-6	-2
10	x	3	-3	0

# Reprinted from the part before: two compounds, then new ones.
entry	Compound	SIRT5 inh	LGR2 antag	ERAP1 HTS inh	C2C12 statin
9	CN1[C@@H]2c3ccc(-c4ccncc4)c(=O)n3C[C@H]1[C@H](CO)[C@H]2C(=O)NC1CCCCC1	-4	9	2	-14
10	O=C(Nc1cccc(O)c1)c1cnn2cccnc12	-1	-55	1	-6
11	Cn1c(/C=C/c2cccc(Br)c2)nc2ccccc2c1=O	-1	-31	19	-8
12	O=C(CSc1c[nH]c2ccccc12)NC1CCCC1	0	10	4	3
13	Cc1ccc(S(=O)(=O)NC(=O)NCC2CCN(S(=O)(=O)c3ccccc3)CC2)cc1	-5	-6	-2	-4
14	CN1C(=O)c2cc(NS(=O)(=O)c3ccc(Cl)cc3)ccc2OC[C@H]2O[C@@H](CC(=O)O)CC[C@H]21	-1	-1	-2	6
15	CC(=O)N1CCN(C(=O)CCN(c2ccccc2)S(=O)(=O)c2ccc(C)cc2)CC1	1	-7	-4	8
16	CC(C)(C)C(=O)NC(=S)Nc1cccc(C(=O)O)c1	-4	-100	-2	x
17	CO[C@@H]1CN(C)C(=O)c2cc(NC(=O)c3cc(C)on3)ccc2OC[C@H](C)N(C(C)=O)C[C@H]1C	-4	1	-3	-11
18	COc1cc(C(=O)N(Cc2ccccc2)c2cccc(C)c2)ccc1OCC(=O)N1CCOCC1	x	12	-1	11
19	CCOC(=O)c1c(C)n(C)c2c(C)cc(O)c(OC(=O)CC)c12	x	-26	x	-16
20	CCCCn1c(=N)c(S(=O)(=O)c2ccc(Br)cc2)cc2c(=O)n3cccc(C)c3nc21	9	4	1	-19

entry	XiGFP reactiv	S100A4 MyoIIA	PGC1a acetyl inh	Cneo AK release
9	0.4	5	-6	-2
10	x	3	-3	0
11	0.0	-4	x	7
12	-0.1	3	x	-1
13	0.2	1	x	1
14	0.0	-10	-1	1
15	-0.1	0	7	4
16	0.2	-25	4	x
17	0.0	-4	7	3
18	0.0	5	x	1
19	x	x	4	22
20	0.0	-7	6	-2

# Continued:
entry	Compound	SIRT5 inh	LGR2 antag	ERAP1 HTS inh	C2C12 statin
21	Cc1ccc(N2CC(C(=O)OCC(=O)c3ccc(F)cc3)CC2=O)cc1 (configuration not stated)	x	-5	-1	-5
22	COc1ccc2c3c(n(C)c2c1)[C@@H](CO)N(C(=O)C1CCOCC1)CC31CN(C)C1	1	-17	-3	x
23	CCOC(=O)C1=C(N)Oc2cc(O)ccc2C1c1cccc([N+](=O)[O-])c1 (configuration not stated)	-2	10	-5	3
24	CCN(CC)CCSc1nnc2c3cc(C)ccc3n(Cc3ccccc3)c2n1	0	-18	-2	x
25	CCn1c(COc2ccccc2)nnc1SCC(=O)NCc1ccco1	-4	x	0	x
26	CO[C@H]1CN(C)C(=O)c2cc(NC(C)=O)ccc2OC[C@H](C)N(C(=O)CC2CC2)C[C@H]1C	-1	1	-1	2
27	CC(=O)N(C)c1ccc(NC(=O)C(F)(F)F)cc1	14	-2	-3	27
28	CCOC(=O)c1nn(-c2ccc3c(c2)OCCO3)cc1O	-3	18	-4	-5
29	CCOC(=O)c1cn(CC)c2cc(F)c(F)cc2c1=O	-4	4	x	x
30	O=C(Nc1ccc(OC(F)(F)F)cc1)NC1CCC(Oc2ccc(C(=O)O)cc2)CC1 (configuration not stated)	x	-16	1	27

entry	XiGFP reactiv	S100A4 MyoIIA	PGC1a acetyl inh	Cneo AK release
21	0.0	-1	x	1
22	0.0	5	2	x
23	0.1	0	-4	x
24	6.1	-8	-3	2
25	0.0	-2	8	x
26	0.4	2	-1	0
27	x	-2	10	-2
28	-0.1	-6	31	-4
29	0.2	-5	5	x
30	0.1	1	10	-2

# (list continues)
entry	Compound	SIRT5 inh	LGR2 antag	ERAP1 HTS inh	C2C12 statin
31	COc1ccc(OC)c(NC(=O)CSc2nnc(NC(=O)c3ccco3)s2)c1	-2	5	-4	0
32	CCCN(C)C[C@H]1Oc2cc(-c3cncnc3)ccc2S(=O)(=O)N([C@@H](C)CO)C[C@H]1C	-4	4	1	0
33	COc1ccc(CNC(=O)C(C)N(Cc2ccccc2OC)C(=O)c2snc(C(N)=O)c2N)cc1 (configuration not stated)	4	-6	-2	-5
34	Cn1c(C(=O)NCCN2CCOCC2)cc2c(=O)n3ccccc3nc21	-63	3	-214	-4
35	Cn1ncc2c(Nc3ccc(O)cc3)nc(Cl)nc21	3	2	3	-14
36	COc1ccc(OCC(=O)N/N=C(\C)c2cc3ccccc3o2)cc1	0	-23	1	x
37	CCc1ccccc1-n1c(SCC(=O)c2c(N)n(C3CC3)c(=O)[nH]c2=O)nnc1N1CCOCC1	5	-2	-6	1
38	N#C[C@@H]1[C@@H](c2ccccc2-c2ccccc2F)[C@@H](CO)N1C(=O)c1ccccn1	2	-10	-1	x
39	C[C@H]1CN([C@@H](C)CO)C(=O)c2cccc(NC(=O)C3CCOCC3)c2O[C@@H]1CN(C)CC1CCCCC1	1	-13	-1	-24
40	CCOc1ccc(S(=O)(=O)N2CCCCC2)cc1NC(=O)CN1C(=O)NC(C)(C2CC2)C1=O (configuration not stated)	0	6	-4	10

entry	XiGFP reactiv	S100A4 MyoIIA	PGC1a acetyl inh	Cneo AK release
31	0.8	-1	-9	1
32	0.2	-1	-5	-1
33	-0.1	-3	x	4
34	0.0	-5	x	-1
35	-0.1	3	x	2
36	0.0	1	x	x
37	0.1	0	7	0
38	0.0	-7	-6	x
39	-0.5	34	-10	1
40	0.0	1	x	0

# Next part
entry	Compound	SIRT5 inh	LGR2 antag	ERAP1 HTS inh	C2C12 statin
41	O=C(C[C@@H]1CC[C@@H]2[C@H](COC[C@@H](O)CN2C(=O)c2ccccc2)O1)N1CCOCC1	1	-1	-1	-7
42	CCCCC1O[C@@H](C)[C@@H]2CN3CCc4c([nH]c5ccccc45)[C@@H]3C[C@@H]2N1C (some centres not stated)	2	10	0	x
43	CC[C@H](C)[C@@H](C(=O)NCCCCCCCCCCC(=O)N1CCN(C(=O)OC(C)(C)C)CC1)n1cc(CCCCCNC(=O)OC(C)(C)C)nn1	x	27	-3	-14
44	CCCc1nc2cc3c(cc2[nH]1)n(C)c(=O)n3C	-1	16	-1	-1
45	CC(NC(=O)Cn1cc(C(F)(F)F)ccc1=O)c1ccc(F)cc1 (configuration not stated)	-1	11	1	x
46	Cn1cc(/C=C(\NC(=O)c2ccccc2)C(=O)NCCCN2CCOCC2)c2ccccc21	7	-2	2	0
47	NNC(=O)c1ccc(COc2ccc3ccccc3c2)o1	1	-86	-1	x
48	CCNC(=O)[C@H]1[C@H](CO)[C@H]2Cn3c(ccc(/C=C/c4ccccc4)c3=O)[C@@H]1N2	-86	11	-312	-6
49	C[C@H](CO)N1C[C@H](C)[C@@H](CN(C)C(=O)Nc2ccc(F)cc2)Oc2ccc(NC(=O)Nc3cccc4ccccc34)cc2C1=O	7	-16	-1	19
50	CC(C)c1ccc(NC(=O)C2C3C=CC4(O3)C2C(=O)N(CCN2CCOCC2)C4C(=O)NC2CCCCC2)cc1 (configuration not stated)	-3	-8	-5	3

entry	XiGFP reactiv	S100A4 MyoIIA	PGC1a acetyl inh	Cneo AK release
41	0.0	-19	2	-1
42	0.6	17	x	x
43	0.2	25	x	4
44	0.0	4	x	1
45	-0.2	0	x	x
46	0.0	0	14	-1
47	-0.1	-22	x	x
48	0.3	7	3	2
49	-0.1	-12	-2	-1
50	0.0	-1	x	-1

# Full records from above.
# `CCNC(=O)[C@H]1[C@H](CO)[C@H]2Cn3c(ccc(/C=C/c4ccccc4)c3=O)[C@@H]1N2` reads SIRT5 inh: -86; LGR2 antag: 11; ERAP1 HTS inh: -312; C2C12 statin: -6; XiGFP reactiv: 0.3; S100A4 MyoIIA: 7; PGC1a acetyl inh: 3; Cneo AK release: 2
# `CC(NC(=O)Cn1cc(C(F)(F)F)ccc1=O)c1ccc(F)cc1` (configuration not stated) reads SIRT5 inh: -1; LGR2 antag: 11; ERAP1 HTS inh: 1; C2C12 statin: x; XiGFP reactiv: -0.2; S100A4 MyoIIA: 0; PGC1a acetyl inh: x; Cneo AK release: x
